Screens (PubChem BioAssay)
PLAP inhibitors HTS: inhibition of human placental alkaline phosphatase – biochemical, luminescence, HTS (AID 690). purified PLAP, luminescent substrate; higher % means a stronger effect. one-dose inhibition, % at 20 µM; IC50 in µM for titrated hits. 96,000 tested, 0.08% active; in the data active = a potency from the dose series; inactive = the rest, 99 in 100 with inhibition below about 30%; also: strong numbers were not always called active
Bcl-B TR3 displacers: displacers of TR3 peptide from Bcl-B, primary screen, selectivity assay for Bfl-1 inhibitor project, biochemical, fluorescence polarization; FP displacement of FITC-TR3 peptide from Bcl-B; higher % means a stronger effect; displacement, % at 20 µM; hits with a dose series show IC50 in µM; 96,000 tested, 0.11% active;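 active = displacement above 50% at 20 µM plus a fluorescence interference ratio under 1.5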;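 also: plate controls were wells without compound for no effect and wells lacking Bcl-B protein for full effect; a part of the inactive calls stands beside numbers as strong as those of hits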
NFkB transloc pot: enhances IL-1B driven NFkB nuclear translocation. HUVEC IL-1B NFkB p65 nuclear translocation imaging. activation, % at 2 µM. 94,000 tested, 0.3% active. AID 819;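 active = activation above 40%, about the mean plus 3 SD, also judged a hit on visual image review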;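 also: percent activation is computed from the nuclear over cytoplasmic p65 intensity ratio; values of inactives mirror those of a sister screen read the other way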
NFkB transloc inh: blocks IL-1B driven NFkB nuclear translocation in HUVEC cells; HUVEC IL-1B NFkB p65 nuclear translocation imaging; inhibition, % at 2 µM; 94,000 tested, 0.43% active; AID 796;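 active = inhibition above about 30% together with a positive call from visual inspection of the well image, limit read from the data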;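 also: nuclear over cytoplasmic p65 intensity ratio measured by imaging; 0% = IL-1B stimulated DMSO wells and 100% = unstimulated DMSO wells; values of inactives mirror those of a sister screen read the other way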
MRP resist rev: compounds reversing MRP-mediated drug resistance; H69AR cells + 2 uM doxorubicin, CellTiter-Glo, 72 h; differential viability (reversal), % at 10 µM; 85,000 tested, 0.04% active; AID 602;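 active = viability drop by adding the cancer drug above about 55%, with treated viability meeting a 40% cutoff, limit read from the data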;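 also: viability without doxorubicin minus viability with 2 µM doxorubicin for each compound; larger differential means the compound sensitizes cells more to doxorubicin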
MRP resist rev cytotoxicity: recorded beside MRP resist rev, whose call it bears; viability, %; H69AR cells, CellTiter-Glo, 72 h; measured here: cytotoxicity without doxorubicin
MRP resist rev with doxorubicin: recorded beside MRP resist rev, whose call it bears; viability, %; measured here: viability with 2 uM doxorubicin; stronger effect = lower value
NFkB transloc inh cell count 2 µM: also measured in NFkB transloc inh; calls as there; cell count; measured here: cells passing quality filter;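 raw number of nuclei counted in each imaged well without normalization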
NFkB transloc pot cell count 2 µM: second read-out of NFkB transloc pot, no call of its own (marks repeat the call); cell count; measured here: cells passing quality filter
Numbers without * were called inactive; x = not tested or not shown. A portion of the library; rates above refer to the full screens.

#	canonical_smiles	PLAP inhibitors HTS	Bcl-B TR3 displacers	NFkB transloc pot	NFkB transloc pot cell count 2 µM	NFkB transloc inh	NFkB transloc inh cell count 2 µM	MRP resist rev	MRP resist rev cytotoxicity	MRP resist rev with doxorubicin
1	CCOC(=O)c1c(C2COc3ccccc3O2)csc1NC(=O)c1ccccc1 (stereo not drawn)	1%	-3%	17	66	-3	139	8	75	67
2	CN1/C(=N\O)c2cccc3cccc1c23	2%	44%	4	105	-4	105	17	101	84
3	COc1ccc(CCNS(=O)(=O)c2ccc(C3CNC(=O)C3)cc2)cc1OC (stereo not drawn)	x	x	-8	151	8	151	x	x	x
4	C/C(=N\N=C(/N)SC1CC(=O)N(c2ccc(Cl)cc2)C1=O)c1cccs1 (stereo not drawn)	-289%	3%	7	198	-7	198	x	x	x
5	Cc1ccc(N2CC(C(=O)NCc3cccnc3)CC2=O)cc1 (stereo not drawn)	17%	-5%	-18	117	18	117	1	93	93
6	COC(=O)c1ccc(OCC(O)CN(CCO)CCO)cc1 (stereo not drawn)	4%	0%	8	213	-8	213	7	96	88
7	Cc1nc2c(c(C)nn2-c2ccccc2)c(C)c1Cl	4%	4%	2	70	-2	70	x	x	x
8	Cc1c(C(=O)NCc2ccc3c(c2)OCO3)oc2ccc(S(=O)(=O)N3CCCC3)cc12	-7%	1%	x	x	x	x	-11	71	81
9	CCCCOc1ccccc1NC(=O)c1ccc(=O)[nH]c1	0%	-4%	-1	94	1	94	10	89	80
10	Cc1noc2ncnc(Oc3ccc4ccccc4c3)c12	13%	4%	-4	179	4	179	x	x	x
11	O=C1CC(N2CCN(c3ccc(O)cc3)CC2)C(=O)N1Cc1cccs1 (stereo not drawn)	13%	0%	5	203	-5	203	12	82	70
12	CC(C)NC(=O)C1CCCN(S(=O)(=O)c2cccs2)C1 (stereo not drawn)	-26%	-14%	2	152	-2	152	9	88	79
13	O=S(=O)(c1ccc(F)cc1)N1CCC(N2CCCC2)CC1	2%	6%	x	x	x	x	-12	88	100
14	COc1ccc(Oc2ncnc3c2oc2ccc(Br)cc23)cc1	14%	-1%	x	x	x	x	0	107	107
15	CC1CCN(S(=O)(=O)c2ccc(NC(=O)Cn3nnc(-c4ccccc4)n3)cc2)CC1	3%	-39%	2	138	-2	138	-6	19	24
16	Cc1ccc(NC(=O)CS(=O)CC(=O)Nc2ccc3c(c2)OCO3)cc1Cl (stereo not drawn)	11%	10%	-6	117	6	117	2	90	88
17	CN1CCN(S(=O)(=O)c2ccc(Sc3nc4ccccc4[nH]3)c3nsnc23)CC1	-46%	-16%	39	135	-40	135	-17	42	59
18	CC1CCN(C(=O)c2ccc(N(C)S(C)(=O)=O)cc2)CC1	-6%	2%	13	157	-13	157	5	94	89
19	CCOC(=O)c1c(C)n(C)c2ccc(O)c(CN(C)C)c12	0%	10%	-8	199	8	199	x	x	x
20	O=C(NCCCc1ccccc1)C1CC(=O)N(c2ccc3c(c2)OCCO3)C1 (stereo not drawn)	x	x	5	168	-5	168	-1	102	103
21	CCC(C)NC(=O)CS(=O)Cc1nc(-c2cccc(C)c2)oc1C (stereo not drawn)	-12%	0%	-2	187	2	187	4	95	90
22	N#Cc1cc(Oc2ccccc2)c(-n2nnc3ccccc32)cc1C#N	x	x	-3	148	3	148	-6	67	73
23	COc1cccc(NC(=O)c2cnsn2)c1	10%	6%	13	123	-13	123	-4	91	94
24	O=C(CSc1nc2cccnc2n1Cc1ccccc1)N1CCc2ccccc21	x	x	-14	101	14	101	11	70	59

In the list so far, two have an aryl thioether with sulfur outside any ring.
#	canonical_smiles	PLAP inhibitors HTS	Bcl-B TR3 displacers	NFkB transloc pot	NFkB transloc pot cell count 2 µM	NFkB transloc inh	NFkB transloc inh cell count 2 µM	MRP resist rev	MRP resist rev cytotoxicity	MRP resist rev with doxorubicin
17	CN1CCN(S(=O)(=O)c2ccc(Sc3nc4ccccc4[nH]3)c3nsnc23)CC1	-46%	-16%	39	135	-40	135	-17	42	59
24	O=C(CSc1nc2cccnc2n1Cc1ccccc1)N1CCc2ccccc21	x	x	-14	101	14	101	11	70	59

Remaining list, next part.
#	canonical_smiles	PLAP inhibitors HTS	Bcl-B TR3 displacers	NFkB transloc pot	NFkB transloc pot cell count 2 µM	NFkB transloc inh	NFkB transloc inh cell count 2 µM	MRP resist rev	MRP resist rev cytotoxicity	MRP resist rev with doxorubicin
25	Cc1ccccc1CN1C(=O)C2(OCCCO2)c2ccccc21	-4%	-9%	7	107	-7	107	x	x	x
26	O=C(Nc1ccccn1)C1(c2ccccc2)CCCC1	18%	-6%	23	169	-23	169	x	x	x
27	CCOC12NC(=O)CC(=O)N1C(c1ccccc1)=CS2 (stereo not drawn)	-41%	16%	x	x	x	x	-10	88	98
28	COC(=O)/C(=C/Nc1cccc2ccccc12)[N+](=O)[O-]	12%	-8%	x	x	x	x	-33	27	59
29	Cc1cccc2cc3c(N)c(C(=O)N4CCOCC4)sc3nc12	5%	-2%	8	161	-8	161	-34	18	52
30	COc1ccccc1C(=O)Nc1ccc(S(=O)(=O)Nc2cc(C)nc(C)n2)cc1	-64%	3%	8	186	-8	186	2	99	96
31	Cc1cccc(N(C(=O)c2ccc(Cl)cc2)C2CS(=O)(=O)CC2OC(=O)c2ccc(Cl)cc2)c1 (stereo not drawn)	11%	-11%	x	x	x	x	x	x	x
32	Cc1cccc(N2CCN(S(=O)(=O)c3ccc4c(c3)CCN4C(=O)CCC(=O)O)CC2C)c1 (stereo not drawn)	-40%	-11%	11	179	-11	179	11	100	90
33	COC(=O)C1=C(O)CSC1=Nc1ccccc1	7%	-6%	16	107	-16	107	11	102	91
34	Cc1ccc(CNc2oc(-c3ccco3)nc2C#N)cc1	x	x	-7	99	7	99	-11	83	94
35	CCS(=O)(=O)N1CCCC(C(=O)NCc2cccc(OC)c2)C1 (stereo not drawn)	28%	-1%	8	123	-8	123	-6	91	98
36	O=C(CNC(=O)c1ccco1)NCC(=O)OCc1cccc(C(=O)Oc2ccccc2)c1	-15%	-11%	2	112	-2	112	7	90	83
37	COc1ccc(C2c3c(ncn(CCN4CCOCC4)c3=N)Oc3ccc4ccccc4c32)cc1OC (stereo not drawn)	-29%	-3%	-13	181	13	181	-26	2	28
38	CCOc1ccc2nc3c(cc2c1)CN(CCCO)C(=NCCOC)S3	-53%	-15%	1	198	-1	198	11	41	30
39	Cc1c(Cl)cccc1NC(=S)NCc1ccccc1	x	x	-6	143	6	143	x	x	x
40	COc1ccc(NC(=S)Nc2ccc3nc(C)c(C)nc3c2)cc1	9%	-6%	11	107	-10	107	x	x	x
41	COc1cccc(OC)c1OCCOCCn1cnc2ccccc2c1=O	-41%	-8%	9	138	-9	138	5	91	86
42	CCOC(=O)c1c(C)[nH]sc1=S	-2%	-16%	10	202	-10	202	x	x	x
43	CCCCn1nc2cc(C(=O)NCC3CC3)ccc2c1OCC	11%	4%	1	120	-1	120	x	x	x
44	Clc1ccc(OCc2nn3c(-c4ccco4)nnc3s2)cc1	7%	7%	-1	61	1	61	0	84	84
45	O=C(NCC1CCCO1)C1CCN(S(=O)(=O)c2cccc3nonc23)CC1 (stereo not drawn)	11%	-8%	10	155	-10	155	1	99	98
46	CN(C)CCCn1c(NC(=O)C2CCCCC2)nc2ccccc21	-82%	-5%	12	154	-12	154	-8	63	70
47	Cc1ccc(NS(=O)(=O)c2ccccc2)c2c1CC(C)(C)O2	10%	8%	5	177	-5	177	-1	88	89
48	Cc1ccc(CC2S/C(=C(/C#N)C(=O)NCc3ccco3)N(c3ccccc3)C2=O)cc1 (stereo not drawn)	-20%	-5%	-3	204	3	204	-33	54	87

Looked up by compound from the list above:
#	canonical_smiles	PLAP inhibitors HTS	Bcl-B TR3 displacers	NFkB transloc pot	NFkB transloc pot cell count 2 µM	NFkB transloc inh	NFkB transloc inh cell count 2 µM	MRP resist rev	MRP resist rev cytotoxicity	MRP resist rev with doxorubicin
45	O=C(NCC1CCCO1)C1CCN(S(=O)(=O)c2cccc3nonc23)CC1 (stereo not drawn)	11%	-8%	10	155	-10	155	1	99	98
40	COc1ccc(NC(=S)Nc2ccc3nc(C)c(C)nc3c2)cc1	9%	-6%	11	107	-10	107	x	x	x
43	CCCCn1nc2cc(C(=O)NCC3CC3)ccc2c1OCC	11%	4%	1	120	-1	120	x	x	x
44	Clc1ccc(OCc2nn3c(-c4ccco4)nnc3s2)cc1	7%	7%	-1	61	1	61	0	84	84
46	CN(C)CCCn1c(NC(=O)C2CCCCC2)nc2ccccc21	-82%	-5%	12	154	-12	154	-8	63	70
38	CCOc1ccc2nc3c(cc2c1)CN(CCCO)C(=NCCOC)S3	-53%	-15%	1	198	-1	198	11	41	30

Additional structures
#	canonical_smiles	PLAP inhibitors HTS	Bcl-B TR3 displacers	NFkB transloc pot	NFkB transloc pot cell count 2 µM	NFkB transloc inh	NFkB transloc inh cell count 2 µM	MRP resist rev	MRP resist rev cytotoxicity	MRP resist rev with doxorubicin
49	CN(C1CCS(=O)(=O)C1)S(=O)(=O)c1cccc2nsnc12 (stereo not drawn)	25%	-15%	12	66	-12	66	4	87	83
50	Cc1cc(C)nc(SCC(=O)N2CCCCC2)n1	-1%	-7%	6	135	-6	135	3	96	93
51	Cc1c(NC(=O)CN2C(=O)C3C4C=CC(C4)C3C2=O)c(=O)n(-c2ccccc2)n1C (stereo not drawn)	-16%	-9%	21	103	-21	103	3	96	93
52	COc1ccc(C2CC(C(F)(F)F)n3nc(C(=O)O)c(Br)c3N2)cc1 (stereo not drawn)	-37%	-3%	7	173	-7	173	-6	93	99
53	COC(=O)C(C#N)C(=C1C(=O)CC(C)(C)CC1=O)c1ccc(O)cc1 (stereo not drawn)	10%	-4%	15	128	-15	128	x	x	x
54	O=C(CC(SCCO)c1ccc2c(c1)OCO2)c1cccs1 (stereo not drawn)	5%	2%	27	205	-27	205	-7	4	11
55	COc1cc(C(=O)NC(=S)Nc2cccc(-c3cc4ccccc4oc3=O)c2)cc(OC)c1OC	-19%	-12%	-5	120	5	120	x	x	x
56	OCCCCNCc1ccc(OCc2ccccc2Cl)cc1	-10%	1%	0	154	0	154	x	x	x
57	Cc1c(NS(=O)(=O)c2ccc(Br)s2)c(=O)n(-c2ccccc2)n1C	-28%	-1%	0	168	0	168	6	93	87
58	COc1ccc(CCNC(=O)C23CN(Cc4ccccc4)CC2C(c2ccc([N+](=O)[O-])cc2)=NO3)cc1 (stereo not drawn)	-45%	1%	8	165	-8	165	x	x	x
59	COc1ccc(NC(=O)c2[nH]c(C)c(C(C)=O)c2C)cc1Cl	-35%	1%	9	109	-9	109	-13	43	56
60	COCCN(CC(=O)NCc1ccccc1)C(=O)CCC(=O)Nc1ccccn1	-16%	0%	11	145	-11	145	-9	96	105

A different layout for five compounds above.
29) Cc1cccc2cc3c(N)c(C(=O)N4CCOCC4)sc3nc12
30) COc1ccccc1C(=O)Nc1ccc(S(=O)(=O)Nc2cc(C)nc(C)n2)cc1
31) Cc1cccc(N(C(=O)c2ccc(Cl)cc2)C2CS(=O)(=O)CC2OC(=O)c2ccc(Cl)cc2)c1 (stereo not drawn)
32) Cc1cccc(N2CCN(S(=O)(=O)c3ccc4c(c3)CCN4C(=O)CCC(=O)O)CC2C)c1 (stereo not drawn)
33) COC(=O)C1=C(O)CSC1=Nc1ccccc1

compound no.	29	30	31	32	33
PLAP inhibitors HTS	5%	-64%	11%	-40%	7%
Bcl-B TR3 displacers	-2%	3%	-11%	-11%	-6%
NFkB transloc pot	8	8	x	11	16
NFkB transloc pot cell count 2 µM	161	186	x	179	107
NFkB transloc inh	-8	-8	x	-11	-16
NFkB transloc inh cell count 2 µM	161	186	x	179	107
MRP resist rev	-34	2	x	11	11
MRP resist rev cytotoxicity	18	99	x	100	102
MRP resist rev with doxorubicin	52	96	x	90	91
